Mdm2 MdmX PPI: human Mdm2/MdmX binding inhibition; SaOS-2 split-luciferase Mdm2/MdmX complementation, luminescence; inhibition, % at 8 µM; 330,000 tested, 3% active; AID 485346;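 active means inhibition of at least 50% at 8 µM in the primary screen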
Target sequence (O15151 whole entry, looked up): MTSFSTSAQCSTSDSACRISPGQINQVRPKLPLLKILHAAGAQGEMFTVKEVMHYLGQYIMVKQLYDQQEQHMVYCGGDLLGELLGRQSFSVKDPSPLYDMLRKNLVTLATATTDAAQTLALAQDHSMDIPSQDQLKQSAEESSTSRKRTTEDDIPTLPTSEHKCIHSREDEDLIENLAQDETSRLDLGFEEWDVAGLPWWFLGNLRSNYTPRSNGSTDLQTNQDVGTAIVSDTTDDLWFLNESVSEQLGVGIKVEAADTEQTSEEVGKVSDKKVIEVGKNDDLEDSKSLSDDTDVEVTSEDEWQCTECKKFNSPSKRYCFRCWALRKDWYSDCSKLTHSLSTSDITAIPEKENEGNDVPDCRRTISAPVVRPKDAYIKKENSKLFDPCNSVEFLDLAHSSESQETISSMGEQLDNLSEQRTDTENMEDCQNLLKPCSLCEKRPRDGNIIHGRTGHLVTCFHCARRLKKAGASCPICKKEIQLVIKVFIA
Target sequence (Q00987 whole entry, looked up): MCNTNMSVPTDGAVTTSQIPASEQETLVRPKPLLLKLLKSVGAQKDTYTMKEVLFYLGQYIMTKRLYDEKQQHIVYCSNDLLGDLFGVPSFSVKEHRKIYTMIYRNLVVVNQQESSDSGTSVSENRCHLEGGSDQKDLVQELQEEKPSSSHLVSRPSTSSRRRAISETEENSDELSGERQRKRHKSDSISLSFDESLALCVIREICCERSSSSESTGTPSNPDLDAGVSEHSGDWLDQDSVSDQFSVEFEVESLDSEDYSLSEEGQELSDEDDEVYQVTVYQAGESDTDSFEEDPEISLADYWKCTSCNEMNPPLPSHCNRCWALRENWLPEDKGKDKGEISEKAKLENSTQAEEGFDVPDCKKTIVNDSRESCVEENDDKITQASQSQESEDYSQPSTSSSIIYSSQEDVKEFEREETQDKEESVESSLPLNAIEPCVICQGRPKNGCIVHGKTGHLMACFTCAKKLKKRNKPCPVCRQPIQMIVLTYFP
UPR XBP1 act: activators of adaptive arm of unfolded protein response (XBP1); CHO-XBP1 luciferase reporter, IRE1-XBP1 UPR activation, luminescence; percent of tunicamycin response, DMSO as zero; activation, % at 20 µM; 330,000 tested, 0.33% active; AID 463104;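 active means versus positive control, 20 µM dose yields 30% or more activation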;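 further: 100% = tunicamycin at 10 µg/mL and 0% = DMSO only wells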
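Material: CHO-XBP1 cells stably carrying IRE1-XBP1-driven luciferase reporter / Amount: 1000 cells per well / Compound: 20 µM, 1% DMSO / Times: 6 h treatment, 37 °C / Detection: luciferase luminescence / Measure: % activation of reporter signal versus tunicamycin and DMSO controls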
Jurkat NFkB inh: inhibitors of the PMA/ionomycin-induced NF-kB reporter in Jurkat cells. 330,000 tested, 0.53% active. AID 435003. PMA/ionomycin-induced NF-kB luciferase reporter, luminescence. inhibition, % at 4 µM; in the data active means inhibition above about 50%
697 NFkB inh: inhibitors of the PMA/ionomycin-induced NF-kB reporter in 697 B cells; 697 B-cell NF-kB luciferase reporter, 16 h; inhibition, % at 4 µM; 330,000 tested, 0.33% active; AID 435022; in the data active means inhibition above about 35%
tim10-1 inh: growth inhibitors of tim10-1 mutant yeast; S. cerevisiae tim10-1 ts strain growth, BacTiter-Glo, 24 h; inhibition, % at 20 µM; 330,000 tested, 2.2% active; AID 463190;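 active means inhibition of at least 40%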;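 further: mutant grown at 25 °C; 0% = DMSO wells with yeast and 100% = wells holding no yeast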
UPR CHOP act: activators of apoptotic arm of unfolded protein response (CHOP). CHO-CHOP luciferase reporter, UPR activation, luminescence; percent of tunicamycin response over DMSO baseline. activation, % at 10 µM. 330,000 tested, 0.34% active;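 active means at 10 µM dose, activation of 40% or more, normalized to positive control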;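 further: 100% = tunicamycin at 10 µg/mL and 0% = DMSO alone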
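Evaluation: % reporter activation, DMSO baseline versus tunicamycin full activation; System: CHO-CHOP luciferase reporter cell line; Input: 500 cells/well; Incubation: 6 h compound treatment, 37 °C; Measured by: Steady-Glo luciferase luminescence; Dosing: one dose, 10 µM in 0.5% DMSO; Buffer or medium: F12 medium, 10% FBS; Benchmarks: positive tunicamycin 10 µg/mL, negative DMSO alone.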
tim23-1 inh: growth inhibitors of tim23-1 mutant yeast; S. cerevisiae tim23-1 growth, BacTiter-Glo luminescence, 24 h; inhibition, % at 20 µM; 330,000 tested, 1.3% active;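 active means growth inhibition of the mutant yeast at or above 50%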;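 further: temperature-sensitive mutant grown at 25 °C; plate controls were DMSO-treated mutant yeast for no effect and medium wells lacking yeast for full effect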
TIM10 inh: growth inhibitors of TIM10 yeast strain. S. cerevisiae TIM10 strain growth, BacTiter-Glo luminescence, 24 h. inhibition, % at 10 µM. 330,000 tested, 1.4% active. AID 463195;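 active means inhibition of 40% or more at the single tested concentration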;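 further: wild-type TIM10 isogenic control strain grown at permissive 25 °C; 0% = DMSO yeast wells and 100% = minimal medium wells without yeast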
An asterisk follows results filed as active; / = not tested or not shown.

SMILES	Mdm2 MdmX PPI	UPR XBP1 act	Jurkat NFkB inh	697 NFkB inh	tim10-1 inh	UPR CHOP act	tim23-1 inh	TIM10 inh
COc1cccc(Sc2cc(N3CCOCC3)nc(-c3ccccc3)n2)c1	27	-5	-9	-23	9	-0.5	9	-23
COc1ccccc1C(CC(=O)Nc1ccc(C)c(C)c1)c1ccc(OC(C)C)cc1 (centres undefined)	23	2	2	-27	15	-0.5	6	7
CN[C@H](CC(=O)O)C(=O)O	2	-6	-5	28	-8	-0.4	2	-6
O=c1[nH]c(NNC(=S)NC2CCCCC2)nc2c1C1(CCCC1)Cc1ccccc1-2	-1	-1	3	25	29	1.6	40	41*
CC(=O)c1cccc(NC(=O)C(OC(=O)c2ccccc2NS(=O)(=O)c2cccs2)c2ccccc2)c1 (centres undefined)	29	-2	-20	-11	16	-0.7	24	19
O=C(OCC(=O)N1CCCc2ccccc21)c1ccc(C(F)(F)F)cc1	1	0	11	-5	29	1.3	23	6
CC1CCc2sc(C(=O)N/N=C/c3ccc(O)cc3)cc2C1 (centres undefined)	-7	3	-16	-67	-23	5.7	29	13
COc1ccccc1C(CNC(=O)c1cccc(S(=O)(=O)NCc2ccccc2)c1)N(C)C (centres undefined)	18	3	-6	8	-26	2.6	-30	-30
COC(=O)c1cc(NC(=O)c2cc(C(C)(C)C)nn2Cc2ccc(F)cc2)ccc1N1CCOCC1	44	1	0	3	22	3.9	20	0
CCN(CC)CCNCC(=O)Nc1ccc(Oc2ccccc2)cc1	-5	2	-14	-6	13	0.4	14	-12
O=C(NCCO)c1cccc(S(=O)(=O)N2CCCCC2)c1	-25	2	-15	-33	-4	-0.4	5	1
COc1ccc(S(=O)(=O)N2CCN(C(=O)CCSc3ccccc3)CC2)cc1	13	-4	23	15	18	-0.5	36	16
COc1ccccc1/C=C/C(=O)N1CCC(c2ccccc2)C1 (centres undefined)	-47	3	-36	-53	21	4.3	37	20
Cc1cccc(C)c1OCc1cc(C(=O)N2CCN3CCCC3C2)no1 (centres undefined)	-12	-4	-4	-13	8	2.6	11	1
COc1ccc(NC(=O)c2[nH]c(C)c(C(C)=O)c2C)cc1S(=O)(=O)N1CCOCC1	28	3	-1	32	-9	1.1	-1	15
O=S1(=O)C=C(SCCN2CCCC2)c2ccccc21	-6	-1	11	-2	7	0.6	13	9
Cc1cc(NS(=O)(=O)c2ccc(NC(=O)COc3ccc(C#N)cc3)cc2)nc(C)n1	-6	-3	-5	12	7	0.7	11	3
CC1Cc2nc(SCC(=O)Nc3ccc4c(c3)OCO4)n(CCc3ccccc3)c(=O)c2S1 (centres undefined)	-7	1	-6	3	-16	-1.5	8	-2
CN1C(=O)c2c(sc3c2CC(C)(C)SC3)N2CCN=C12	25	-4	-9	16	-5	3.5	-2	6
O=C1CC(C(=O)N(CC2CCCO2)C(C(=O)NC2CCCCC2)c2ccncc2)CS1 (centres undefined)	-10	0	7	11	11	2.1	7	-4
COc1ccc(OCC(O)CN(C)C(=O)/C=C/c2cccc([N+](=O)[O-])c2)cc1 (centres undefined)	-10	-2	-14	-3	15	-0.4	-6	3
CCC(=O)Nc1cccc(-n2nnnc2SCC(=O)c2ccc(C)c(C)c2)c1	-29	2	-8	-24	18	5.3	26	29
Cc1cc(=O)[nH]c2c1c(=O)[nH]n2C1CC(C)N(C)CC1C (centres undefined)	2	2	10	25	10	-2.7	2	-6
Cc1ccc2cc3c(NC(=O)CC(C)C)nn(C)c3nc2c1	4	-1	-27	-4	27	-0.3	21	7

6 of the compounds above, comma-delimited:
compound,Mdm2 MdmX PPI,UPR XBP1 act,Jurkat NFkB inh,697 NFkB inh,tim10-1 inh,UPR CHOP act,tim23-1 inh,TIM10 inh
Cc1cc(NS(=O)(=O)c2ccc(NC(=O)COc3ccc(C#N)cc3)cc2)nc(C)n1,-6,-3,-5,12,7,0.7,11,3
CC1Cc2nc(SCC(=O)Nc3ccc4c(c3)OCO4)n(CCc3ccccc3)c(=O)c2S1 (centres undefined),-7,1,-6,3,-16,-1.5,8,-2
CN1C(=O)c2c(sc3c2CC(C)(C)SC3)N2CCN=C12,25,-4,-9,16,-5,3.5,-2,6
O=C1CC(C(=O)N(CC2CCCO2)C(C(=O)NC2CCCCC2)c2ccncc2)CS1 (centres undefined),-10,0,7,11,11,2.1,7,-4
COc1ccc(OCC(O)CN(C)C(=O)/C=C/c2cccc([N+](=O)[O-])c2)cc1 (centres undefined),-10,-2,-14,-3,15,-0.4,-6,3
CCC(=O)Nc1cccc(-n2nnnc2SCC(=O)c2ccc(C)c(C)c2)c1,-29,2,-8,-24,18,5.3,26,29

Next part.
SMILES	Mdm2 MdmX PPI	UPR XBP1 act	Jurkat NFkB inh	697 NFkB inh	tim10-1 inh	UPR CHOP act	tim23-1 inh	TIM10 inh
CCN1C(=O)C2C(c3ccc(O)c(OC)c3)NC(C)(C(=O)OC)C2C1=O (centres undefined)	16	0	0	21	9	-0.1	12	7
CC1CC(C)CN(CCC(=O)Nc2ccc3c(c2)CCC3)C1 (centres undefined)	-12	-3	-1	4	0	0.1	4	-5
CC1CCN(C(=O)CN(c2cccc(F)c2)S(C)(=O)=O)CC1	15	-1	4	2	-1	-1.3	9	-6
C=CCn1c(SCc2c(F)cccc2Cl)nnc1-c1ccco1	0	2	-5	-3	41*	2.5	46	51*
Cc1ccc(S(=O)(=O)Oc2ccccc2/C=C2/SC(=O)NC2=O)cc1	0	3	-1	5	20	0.3	29	15
COC(=O)N1c2ccccc2CCc2ccccc21	-6	-4	-4	-19	22	-0.7	9	8
Cc1cccc(C(=O)Nc2ccc(C(=O)N/N=C/c3cccnc3)cc2)c1	20	6	15	2	-6	2.5	13	7
Cc1ccc(OCC(=O)Nc2nnn(C)n2)c(C)c1	-18	0	-19	-5	-7	2.1	10	-13
O=C(Cc1c(F)cccc1Cl)Nc1cc(S(=O)(=O)N2CCOCC2)ccc1N1CCCC1	14	-1	-2	-3	3	5.2	0	10
N#CC1=C(N)Oc2cc(O)ccc2C1c1ccc(Br)s1 (centres undefined)	34	-3	-10	-10	-6	0.1	18	-1
Cc1onc(-c2c(F)cccc2Cl)c1C(=O)N[C@@H]1C(=O)N2C(C(=O)O)C(C)(C)S[C@H]12 (some centres undefined)	7	-9	-4	2	8	-1.2	12	11
O=C(COc1cc(F)ccc1[N+](=O)[O-])N1N=C(c2cccs2)CC1c1ccco1 (centres undefined)	17	-1	-9	9	25	1.6	19	-1
O=C(C[N+]12CC[N+](CC(=O)c3ccc(F)cc3)(CC1)CC2)c1ccc(F)cc1	11	-2	14	-7	4	-2.2	7	1
O=C(COC(=O)c1ccc(Br)cc1)NC(=O)NCc1ccccc1	18	-4	-12	4	5	-1.8	14	5
O=C(CSc1ccc2nnc(-c3ccccn3)n2n1)Nc1ccccc1C(F)(F)F	9	-3	4	-13	3	0.2	3	9
CCOC(=O)NC(=O)CN1C(=O)NC2(CCc3ccccc32)C1=O (centres undefined)	-15	-1	8	8	2	0.2	-3	2
O=C(NNS(=O)(=O)c1ccc(F)cc1)C1CCN(Cc2cccc(F)c2)CC1	-29	-1	-6	7	-2	0.3	-6	-10
CC1=NN(C(=O)CCc2ccccc2)C(c2ccccc2)C1 (centres undefined)	20	-2	8	9	22	-1.2	10	17
O=C(CCN1C(=O)/C(=C/c2ccc(F)cc2)SC1=S)NC1CCS(=O)(=O)C1 (centres undefined)	-16	-4	0	-21	1	1.5	7	-1
COc1ccc(OCC(=O)Nc2ccccc2C(=O)N2CCOCC2)cc1	4	-2	15	7	16	-0.6	6	-19
Cn1ncc(S(=O)(=O)Cc2ccccc2)c(Cl)c1=O	25	-4	-3	2	3	-6.7	1	16
Cc1cccc(C(=O)/C=C2/c3ccccc3CC(C)(C)N2C)c1	17	1	0	8	38	1.3	36	31
COc1cc(/C=N/NC(=O)CNS(=O)(=O)c2ccc(C)cc2)cc(OC)c1OC	28	3	3	31	-5	-0.8	5	3
COc1ccc(/C=N/NC(=O)Cc2cc(OC)c(OC)cc2[N+](=O)[O-])cc1	13	-1	21	-3	15	-0.2	-2	17
CCOC(=O)C(Cc1ccccc1)NC(=O)Cn1nnc(-c2ccccc2)n1 (centres undefined)	27	2	12	13	25	-0.1	8	17
FC(F)(F)c1cc(-c2ccco2)nc(NCc2ccc(Cl)cc2)n1	10	2	8	3	-5	0.3	-2	0
O=C(OCC(=O)N1c2ccccc2Sc2ccccc21)c1ccc[n+]([O-])c1	13	-2	3	-1	2	-0.7	7	-6
Cc1ccc(C)c(NC(=O)Cn2nnc(-c3ccc(N4CCOCC4)cc3)n2)c1	83*	-1	-30	-8	-43	0.9	-35	-15
Cc1cc(C)n2nc(SCc3nnc(-c4ccccc4Br)o3)nc2n1	-25	-1	-10	-23	-1	-0.6	2	6
Cc1ccc(C(=O)NC(=O)OCCn2c(C)cnc2[N+](=O)[O-])cc1	-9	1	-19	-7	-2	0.7	9	-2
Cc1ccc(Cn2c3ccccc3c3cn[nH]c(=O)c32)cc1	38	4	-3	-5	11	0.3	6	-9
COc1ccc(-c2csc(NC(=O)CSc3nnc(Nc4ccccc4C)s3)n2)cc1	41	1	-13	-24	3	4.4	5	2
CCC(C)NC(=O)CCn1c(-c2ccccc2)cc(C(C)=O)c1C (centres undefined)	-6	1	-12	-27	18	0.2	13	1
COc1cc(OC)c(NC(=O)c2cncn2-c2ccc(F)cc2)cc1Cl	14	3	-5	9	16	0.5	18	3
O=C(NCCOC(=O)c1ccc(Cl)cc1)c1cccnc1	-8	-3	-6	-1	-18	-0.7	-5	-10
CCOC(=O)CSc1cc(=O)n(C)c2cc(Cl)ccc12	21	-3	0	15	23	-0.5	31	-1
Cc1sc2nc(CSC(C)C(=O)Nc3ccccn3)[nH]c(=O)c2c1C (centres undefined)	-3	-2	-14	-1	-5	1.2	7	3
O=C(NC(=O)N1CCCCC1)c1ccc(Cl)cc1	12	-2	-5	-3	-20	-2.1	-4	-5
Cc1cc(C)n(/N=C/c2ccc(C(C)C)cc2)c(=O)c1C#N	10	2	-2	-18	26	1.1	32	8
CC(=O)c1cccc(NC(=O)CCc2nnc3ccc(N4CCN(C)CC4)nn23)c1	4	-2	11	-1	-4	0.2	-20	-1
C/C(N)=C(/C#N)C(=O)COC(=O)c1cc2c(s1)CCC(C)C2 (centres undefined)	-58	4	-20	-35	13	5.0	38	21
COc1ccc(-c2noc(CCC(=O)N3CCN(c4ccccc4OC)CC3)n2)cc1	18	-1	/	10	29	2.6	40	9
CC1CCC(N2CC(=O)N(Cc3ccc4c(c3)OCO4)C(c3ccc(F)cc3)C2=O)CC1 (centres undefined)	-7	-1	19	-3	26	1.4	27	37
Cc1cc(=O)[nH]c(SCCOc2ccc(OC(C)C)cc2)n1	-23	-1	0	-53	19	1.6	1	12
C(=C\c1ccccc1)/C=N/n1cnnc1	18	0	3	20	16	-1.2	15	9
CC(C)C[C@H]1CN=C(Nc2ccccc2)N1CC1CCC1	-26	-1	-31	-46	-4	-0.6	2	-13
COc1ccc(S(=O)(=O)Cc2ccc(C(=O)NCCCN3CCc4ccccc4C3)o2)cc1	18	0	-3	11	0	-1.0	-17	-3
Cc1cc(NS(=O)(=O)c2ccc(NC(=O)C(C)Oc3ccc(Cl)cc3)cc2)no1 (centres undefined)	-17	0	1	3	7	1.2	5	-3
Cc1cc(C)c(C)c(C(=O)COC(=O)CNC(=O)CN2C(=O)c3ccccc3C2=O)c1C	3	0	11	2	4	-4.4	17	12
CN1CCN(CCC(=O)Nc2ccccc2Cl)CC1	-4	-2	3	-5	5	1.9	2	0

Compound activity: PubChem, Sanford-Burnham Center for Chemical Genomics

Not a hit list, and some 6.6% of all compounds hit somewhere here.
